Compound activity: PubChem, National Center for Advancing Translational Sciences (NCATS)
FEN1 inh: inhibitors of human flap endonuclease 1 | P39748 | Recombinant FEN1 flap cleavage, fluorescence, 15 min | Potency, µM (highest dose often 114 µM), inactives show at the highest dose activity change, negative = inhibition, actives largely listed as inhibitors | 390,000 compounds, 0.35% hits; further: nearly all actives have a fitted effect of over 65% in size
Target sequence (P39748 whole entry, looked up): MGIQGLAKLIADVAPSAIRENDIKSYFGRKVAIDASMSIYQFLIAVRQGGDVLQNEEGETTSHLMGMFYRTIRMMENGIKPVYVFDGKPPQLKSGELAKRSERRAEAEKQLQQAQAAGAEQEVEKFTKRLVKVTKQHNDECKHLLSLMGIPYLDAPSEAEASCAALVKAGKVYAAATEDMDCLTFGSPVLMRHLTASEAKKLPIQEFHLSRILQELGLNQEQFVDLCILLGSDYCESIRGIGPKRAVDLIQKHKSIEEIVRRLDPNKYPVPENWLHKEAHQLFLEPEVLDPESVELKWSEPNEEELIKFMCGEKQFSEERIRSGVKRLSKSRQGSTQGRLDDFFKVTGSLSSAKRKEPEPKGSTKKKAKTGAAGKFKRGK
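With each library titrated from low to high concentration, compounds met 10 nM FEN1 for 15 min at room temperature before 50 nM substrate was added; readings at 0 and 15 min fed four-parameter Hill curve fits.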
N370S GC mod: inhibits or activates N370S mutant glucocerebrosidase; N370S GC spleen homogenate, 4MU-glucoside fluorescence; Potency, µM (top dose mostly 59.4 µM), inactives show top-dose activity change, negative = inhibition, actives largely listed as inhibitors; P04062; 330,000 compounds, 0.092% hits;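 further: 0% = full enzyme activity and -100% = no enzyme basal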
KAT2A inh: GCN5L2 (KAT2A) acetyltransferase inhibition. Q92830. AID 504327. GCN5L2 HAT assay, ThioGlo1 CoA-SH fluorescence. 390,000 compounds, 0.21% hits. Potency, µM (highest dose often 58.9 µM), for the others: at the highest dose activity change, negative = inhibition, hits mostly inhibitors
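GCN5L2 (20 nM) in 50mM HEPES pH 7.5, 0.1mM EDTA, 0.01% Tween-20 preincubated 15 min with compounds at room temperature. Reaction started with H3(1-25) 75uM, acetyl-CoA 70uM, ThioGlo1 50uM; CoA-thiol fluorescence (Ex340/Em540) read at 0 and 20 min.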
Numbers without * were called inactive; ? = inconclusive; nt = no result given; & = joins results of further samples; [ ] = another dose, or the depositor's remark. The call rests on the fitted dose curve; in most records, active means well fitted curve in the direction sought with a large enough effect; inconclusive means small, poorly fitted or top-dose-only effect, or another doubt; inactive means no such curve, though single readings can be large; an effect the other way counts as inactive or inconclusive. Unless noted, on the % scale 0 is the no-effect control and ±100 the full control effect; potency means the concentration at half of the fitted maximal effect. Rows are unselected; any-hit rate near 0.54%.

FEN1 inh	N370S GC mod	SMILES	KAT2A inh
-10%	-11%	CN1C(=O)C(CC(=O)O)S/C1=N\N=C\c1ccc(O)cc1O (stereo not drawn)	-9%
-9%	6%[12.8 µM]	CCCCC1=CC2=CC(=O)C(C)(OC(=O)CC)C(=O)C2=CN1c1ccc(OC)cc1 (stereo not drawn)	5%
-2%	8%	Cc1ccc(CSCc2ccc(C(=O)NCCC(C)C)o2)cc1	?
-3%	6%	COC(=O)c1cc(OC)c(OC)cc1NC(=O)c1cccc(C)c1	-5%
18%	5%	C=CCn1cc(C(=O)N2CCN(C)CC2)c(=O)c2cc(S(=O)(=O)N3CCCC3)ccc21	-15%
17%	nt	Cc1ccc(OCC(=O)Nc2ccc3nc(SCCOc4ccccc4)sc3c2)cc1	-8%
-2%	nt	CCOC(=O)[C@H]1[C@H]2COc3cc(OC)ccc3[C@@H]2N2C(=O)CN(Cc3ccc(OC)cc3)C(=O)[C@@]12C	-7%
-12%	1%	Cc1c(C(=O)NCCS(=O)(=O)N2CCN(c3ccccc3F)CC2)cccc1[N+](=O)[O-]	-6%
2%	-9%	CCOCCCNCc1ccc(OCCC(C)C)c(OC)c1	-8%
1%	9%	Cc1noc(C)c1CSCC(=O)N(C)CC(=O)Nc1ccc(Cl)c(C(F)(F)F)c1	-5%
7%	-9%	COc1ccc2nc(NC(=O)c3ccc(Br)s3)sc2c1	-10%[0.501 µM]
0%	12%	Cc1ccccc1NC(=S)Nc1ccc(Br)cc1	56%
-6%	28%	CCCCN1C(=O)C2Cc3c([nH]c4ccccc34)CN2C1=S (stereo not drawn)	-1%
5%	-6%	Cc1nnc(SCC(=O)N2CC(=O)Nc3ccccc32)n1C	-6%[0.501 µM]
4%	-6%	CCOC(=O)c1cc2sccc2n1CC(=O)OC	-4%

Looked up by structure from the list above:
FEN1 inh	N370S GC mod	SMILES	KAT2A inh
7%	-9%	COc1ccc2nc(NC(=O)c3ccc(Br)s3)sc2c1	-10%[0.501 µM]
5%	-6%	Cc1nnc(SCC(=O)N2CC(=O)Nc3ccccc32)n1C	-6%[0.501 µM]

(listing goes on)
FEN1 inh	N370S GC mod	SMILES	KAT2A inh
?	0%	CCSC1=NSC2=NC(=O)/C(=C\c3coc4ccccc4c3=O)C(=N)N12	?
-1%	nt	Cc1cc(Nc2nc3ccccc3c3nnc(C)n23)ccc1Br	-2%
1%	-5%	COc1ccc(Cn2c(=O)[nH]c3cc(C(=O)N4CCN(c5ccccn5)CC4)ccc3c2=O)cc1	-3%
-14%	nt	COC(=O)[C@H](CCSC)NC(=O)Cn1cnc2c(OCc3ccccc3)ncnc21	-4%
-12%	6%	CN(c1ccccc1C(=O)N1CCN(c2ccccc2)CC1)S(C)(=O)=O	-1%
5%	nt	CN(Cc1ccccc1)c1ccc(-c2nc(-c3ccco3)no2)cc1[N+](=O)[O-]	-9%
-10%	3%	CN1/C(=C\C(=O)c2cccc(S(=O)(=O)N3CCCCC3)c2)C(C)(C)c2ccccc21	-11%
-8%	-2%	COc1ccc(CN(C(C)=O)c2cccc(C)c2C)cc1	-6%
-2%	7%	COC(=O)c1cc(OC)c(OC)cc1NC(=O)c1ccc(OC)cc1	-5%
-10%	0%	CC(C)CCN1CC(C(=O)N2CCN(c3ccc(F)cc3)CC2)CC1=O (stereo not drawn)	-4%
?	-18%	CN1CCN(C(c2ccc(Cl)cc2)c2cc(Cl)c3cccnc3c2O)CC1 (stereo not drawn)	-6%
3%	2%	O=C(CSc1ncnc2ccccc12)NCCCO	-8%
13%	-8%	COc1cc(OC)cc(C(=O)N[C@H](C(=O)Nc2nc(-c3ccc(OC)c(OC)c3)cs2)C(C)C)c1	6%
-2%	8%	Cc1cccc2c(SCC(=O)NCC3CCCO3)nc(-c3ccc(F)cc3)nc12 (stereo not drawn)	-6%
16%	0%	COc1ccccc1/C=C/C(=O)Nc1nc(N)n(-c2ccccc2)n1	-6%
-2%	-1%	Cc1ccc(NC(=O)CCC(=O)N2CCOCC2)nc1	-1%
-10%	-2%	COc1ccc(/C=N/NC(=O)C(=O)/C=C2\NC3(CCCC3)Cc3ccccc32)cc1	-6%
nt	1%	CCn1c(SCc2nnc(-c3ccccc3)o2)nc2c1c(=O)n(C)c(=O)n2C	-1%
14%	1%	CCOC(=O)c1ccc(CC2SC(N)=NC2=O)cc1 (stereo not drawn)	2%
-1%	-3%	CCc1cc(=O)oc2cc(C)cc(OCc3nn[nH]n3)c12	-11%
3%	nt	COc1ccc(C(=O)OCC(=O)c2ccc(F)cc2)cc1OC	-2%
7%	nt	Cc1ccc(CNC(=O)Cn2cnc(C(=O)Nc3ccc(C)c(C)c3)n2)o1	-13%
-2%	-5%	O=C1CC(c2ccccc2)c2cccc(F)c21 (stereo not drawn)	1%
0%	-8%	Cc1cc(N/C=C\c2nnnn2-c2ccccc2)no1	-1%
-14%	-11%	CCC(CC)CN1CCN=C1Nc1ccccc1	-9%
nt	3%[89.1 µM]	Cc1ccc(-c2cc(=O)c3cc(Cl)ccc3[nH]2)cc1	-13%[88.6 µM]
-2%	-2%	Cc1ccc(-n2c(-c3ccc(Cl)cc3)c[n+]3c2CCC3)cc1	-5%
4%	9%	Fc1cccc(Cl)c1Cn1nnc(-c2ccc3c(c2)OCO3)n1	-7%
-4%	1%	Cc1c(C=O)c2ccccc2n1CC(=O)O	-1%
-10%	9%	CCOC(=O)CSc1nc(C)cc2c1C(=O)OC2	-8%
-11%	0%	CC(C)C(OC(=O)c1cccs1)C(=O)NCc1ccc2c(c1)OCO2 (stereo not drawn)	3%
-1%	6%	O=C(CSc1nnc2scc(-c3ccccc3)n12)NCc1ccc2c(c1)OCO2	-3%
-7%	-4%	Cc1ccc(NC(=O)C2CC(O)CN2C(=O)Oc2ccccc2)c(C)c1 (stereo not drawn)	-7%
14%	-3%	CC(=O)OCC(NC(=O)C(CCCCNC(=O)OCc1ccccc1)NC(=O)OC(C)(C)C)C1OC(n2cc(C)c(=O)[nH]c2=O)C(OC(C)=O)C1OC(C)=O (stereo not drawn)	nt
-23%	nt	CCn1cc(C(=O)NCCc2ccccc2)c(=O)c2cc(S(=O)(=O)N3CCCCCC3)ccc21	-12%
0%	nt	COc1ccc(C(=O)NCC(c2ccc(N(C)C)cc2)N2CCOCC2)cc1 (stereo not drawn)	0%
20%	-4%	COc1ccc(CCC(=O)NCc2ccco2)cc1	-8%
4%	1%	COc1ccc(NC(=O)C(=O)N/N=C\c2ccc(CNC(=O)C(=O)Nc3ccc(C)c(C)c3)o2)c(OC)c1	-27%
-4%	-11%	Cc1ccc(NC(=O)COC(=O)c2cc(C)nc3ccccc23)c([N+](=O)[O-])c1	-8%
-25%	nt	Cc1ccccc1OCC(=O)N(Cc1ccc(C(C)C)cc1)C1CCS(=O)(=O)C1 (stereo not drawn)	-16%
-1%	16%	CC(C)(C)n1nc2c(c1NC(=O)c1cc3ccccc3o1)CSC2	-22%
-2%	12%	O=C(COc1ccccc1)n1nc(-c2ccc(Cl)cc2)nc1NCc1ccco1	-10%
1%	-16%	Cc1cc(C)cc(NC(=O)c2nccnc2C(=O)O)c1	-5%
9%	2%	CSc1nnc2c(n1)[nH]c1c(C)cccc12	-4%
-9%	7%	CCCC1C(c2ccco2)NC(c2ccco2)CC1(C)O (stereo not drawn)	-4%
?	-7%&-10%	N#C/C(=C\c1ccc(O)c(O)c1)C(=O)NCCc1ccccc1	-19%&-4%
-12%	-4%	Cc1cc(C)c(S(=O)(=O)n2ccc(-c3ccc(OCCN(C)c4ccccn4)cc3)n2)c(C)c1	-11%
21%	-2%	O=C(CN1CCOCC1)Nc1ccc2c(c1)CCC2	21%
?	-5%	Cc1ccc(C)c(S(=O)(=O)/N=C2\C=C(NS(=O)(=O)c3ccccc3)C(=O)c3ccccc32)c1	-3%
nt	2%	Cn1c(N)c(C(=O)COC(=O)c2ccc(S(=O)(=O)N3CCCCC3)cc2)c(=O)n(C)c1=O	-7%
-2%	16%	C#CCn1c(S(=O)(=O)Cc2ccc(OC)cc2)nc(-c2ccccc2)c1-c1ccccc1	-19%
-27%	nt	COc1ccc(C2=CC(=O)C[C@H](c3ccc(F)cc3)C2)cc1OC	-4%
-1%	1%	COc1cccc(-n2c(-c3ccco3)nc3nc4ccccc4nc32)c1	-5%
2%	-8%	O=c1c2cc([N+](=O)[O-])ccc2nc2n1CCCC2	-12%
-1%	-2%	O=C(c1ccccc1F)N1CCN(C(=O)C(c2ccccc2)c2ccccc2)CC1	-3%
-7%	-11%	COc1cccc(C(C(=O)NC2CCCCC2)N(C(=O)c2ccco2)c2ccc(-n3cnnn3)c(C)c2)c1 (stereo not drawn)	-3%
-1%	nt	Cc1nc2c(c(C)c1CCC(=O)NCc1ccc(F)cc1)c(=O)n(C)c(=O)n2C	2%
2%	-4%	NC(=O)C1CCN(CC(=O)Nc2nccs2)CC1	-3%
-1%	1%	CCOC(=O)C1CCN(C(=O)CC(C)S(=O)(=O)c2ccc3c(c2)NC(=O)CO3)CC1 (stereo not drawn)	-18%
-18%	-21%	COc1ccc(/C=N/NC(=O)CSCC(=O)Nc2ccccc2)cc1OC	-7%

2 of the compounds above, with each value named:
> Cn1c(N)c(C(=O)COC(=O)c2ccc(S(=O)(=O)N3CCCCC3)cc2)c(=O)n(C)c1=O
  FEN1 inh: nt | N370S GC mod: 2% | KAT2A inh: -7%
> O=c1c2cc([N+](=O)[O-])ccc2nc2n1CCCC2
  FEN1 inh: 2% | N370S GC mod: -8% | KAT2A inh: -12%

One compound at a time, from the list above. Order of values: FEN1 inh | N370S GC mod | KAT2A inh
Cc1cc(C)c(S(=O)(=O)n2ccc(-c3ccc(OCCN(C)c4ccccn4)cc3)n2)c(C)c1 reads -12% | -4% | -11%
Cc1nc2c(c(C)c1CCC(=O)NCc1ccc(F)cc1)c(=O)n(C)c(=O)n2C reads -1% | nt | 2%
O=C(c1ccccc1F)N1CCN(C(=O)C(c2ccccc2)c2ccccc2)CC1 reads -1% | -2% | -3%
COc1cccc(-n2c(-c3ccco3)nc3nc4ccccc4nc32)c1 reads -1% | 1% | -5%
O=C(CN1CCOCC1)Nc1ccc2c(c1)CCC2 reads 21% | -2% | 21%

Continuation:
FEN1 inh	N370S GC mod	SMILES	KAT2A inh
0%	0%	Cc1ccc(NC(=S)NNc2ncc(C(F)(F)F)cc2Cl)cc1	23%
16%	-2%	CCOc1cccc(/C=N/NC(=O)C2CCCC2)c1O	-21%
3%	-11%	Cc1ccccc1NC(=O)Cn1nc(C(=O)O)c2ccccc2c1=O	-3%
0%	-4%	CC(=O)Nc1ccc(NC(=O)C(C)OC(=O)c2cccc(S(=O)(=O)N3CCCCCC3)c2)cc1 (stereo not drawn)	-4%
6%	4%	CCOc1ccc(C(CC(=O)O)NC(=O)C23CC4CC(CC(C4)C2)C3)cc1OC (stereo not drawn)	-6%
-5%	0%	COc1ccc(CCN(C)CCC(=O)Nc2ccc(C)cc2)cc1OC	-4%
-9%	nt	O=C(Nc1cccc(Cl)c1Cl)c1cc2nc(-c3ccc(Cl)cc3)cc(C(F)(F)F)n2n1	-1%
8%	1%	CC1CCCCC1NC(=O)c1ccc(S(=O)(=O)N2CCN(C)CC2)cc1 (stereo not drawn)	-1%
9%	-3%	CC1CCCC(C)N1C(=O)COC(=O)C1CCN(S(=O)(=O)c2c(Cl)cccc2Cl)CC1 (stereo not drawn)	-2%
5%	0%	CC(C)CC(c1nnnn1CC1CCCO1)N1CCN(c2nc3ccccc3s2)CC1 (stereo not drawn)	-7%
16%	nt	CC(NC(=O)CSc1nc(-c2cccc(Cl)c2)nc2cc(=O)[nH]n12)c1nc2ccccc2n1C (stereo not drawn)	26%
5%	nt	O=C(NC1CC1)c1cccc(S(=O)(=O)N2CCOCC2)c1	2%
?	-6%	O/N=C(\c1ccc(Cl)cc1Cl)c1ncc(C(F)(F)F)cc1Cl	-19%
-14%	-6%	CCc1ccc(CCC(=O)Nc2ccc(Cl)cc2)o1	-2%
nt	-9%	CCC(=O)Nc1nc(C)c(-c2csc(Nc3ccc(S(=O)(=O)Nc4cc(C)on4)cc3)n2)s1	1%
nt	-15%	COC(=O)C1OC(=O)C2OC23[C@]2(C)C(OC(C)=O)CC4C(C)(C)C(=O)CC[C@]4(C)C2CC[C@@]13C (stereo partly drawn)	-7%
-19%	-5%	C/C(=N/NC(=O)c1ccncc1)c1ccc2c(c1)OCO2	-4%
-14%	7%	COc1cc(C)nc(NC(=O)COc2ccc(Cl)cc2C)n1	0%
35%[activator]	2%	O=C1ON=C(c2ccccc2)/C1=C/c1ccccc1	-11%
13%	8%	CC1(C)C2CCC1(CS(=O)(=O)Nc1ccc(S(=O)(=O)N3CCCCC3)cc1)C(=O)C2 (stereo not drawn)	-2%
